From PubChem
DNA FID counter: compounds displacing fluorescent DNA intercalator, primary screen, artefact control for HCV NS3 helicase inhibitor project, biochemical, FID fluorescence; DNA fluorescent intercalator displacement; inhibition, % at 7.9 µM; 290,000 compounds, 0.17% hits; AID 1845, 2009; in the data active = inhibition above about 37%;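 also: 0% = vehicle and 100% = reference compound; higher means more ethidium bromide displaced from hairpin DNA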
M18AAP inhibitor: PfM18AAP inhibitors, malaria aminopeptidase, primary screen, biochemical, QFRET, recombinant enzyme; 290,000 compounds, 1.2% hits; AID 1822, 2009; H-Glu-NHMec fluorogenic cleavage; inhibition, % at 7.35 µM;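 active = inhibition above the campaign mean inhibition over all tested compounds plus 3 SD, cut at about 28% in these data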;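 also: 0% = plate median of test compound wells and 100% = 2 mM ZnCl2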
MEKK2wt PB1 HTS: modulators of MEK5 binding to wildtype MEKK2, primary screen, biochemical, multiplex bead flow cytometry, Alexa488-MEK5. binding response (% of control), % at 10 µM. Alexa488-MEK5 binding to MEKK2 WT; actives lie on both sides. 290,000 compounds, 1.1% hits. AID 1531, 2009. Mitogen-activated protein kinase kinase kinase 2 (Homo sapiens), Q9Y2U5; in the data active = binding response below about 67% or above about 130%
MEKK2mut PB1 HTS: MEK5 binding signal on mutant MEKK2 PB1, primary screen, biochemical, multiplex bead flow cytometry, Alexa488-MEK5; Alexa488-MEK5 binding to MEKK2 mutant; percent response, % at 10 µM; 290,000 compounds, 0.35% hits; AID 1530, 2009; in the data active = percent response above about 24%, passing the limit was not always enough; also: inactives centre near 1; some results filed as inactive read as strong as hits; reference of the scale not given here
UBC9 SUMO inh: inhibitors of in vitro SUMOylation cascade, primary screen, biochemical, HTRF, uHTS; AID 2006, 2009; SUMO-conjugating enzyme UBC9 (Homo sapiens), P63279; 290,000 compounds, 0.36% hits; HTRF SUMOylation assay, SAE1/SAE2 + UBC9; inhibition, % at 35 µM; in the data active = inhibition above about 50%, passing the limit was not always enough; also: strong numbers were not always called active
Target sequence (P63279 whole entry, looked up): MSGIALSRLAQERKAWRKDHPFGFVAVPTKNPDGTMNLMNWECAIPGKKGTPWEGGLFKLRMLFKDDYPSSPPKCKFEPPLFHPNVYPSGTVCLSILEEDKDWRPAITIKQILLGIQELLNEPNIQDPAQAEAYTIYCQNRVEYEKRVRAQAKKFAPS
VIM-2 inhibitor: VIM-2 metallo-beta-lactamase inhibitors, primary screen, biochemical, epi-absorbance readout, Pseudomonas aeruginosa enzyme | purified VIM-2, nitrocefin hydrolysis, epi-absorbance fluorescence | inhibition, % at 5.6 µM | 290,000 compounds, 0.89% hits;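 active = inhibition above the mean of all tested compounds plus 3 SD, cutoff set per screening run, cut at about 7.5% in these data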;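 also: red hydrolysis product quenches plate fluorescence so inhibitors raise well fluorescence; 0% = enzyme with DMSO and 100% = DMSO without enzyme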
IMP-1 inh: IMP-1 metallo-beta-lactamase inhibitors, primary screen, biochemical, epi-absorbance readout, Pseudomonas aeruginosa enzyme; metallo-beta-lactamase IMP-1 (Pseudomonas aeruginosa); purified IMP-1, nitrocefin hydrolysis, epi-absorbance fluorescence; inhibition, % at 5.6 µM; 290,000 compounds, 0.45% hits;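 active = inhibition above the mean plus 3 SD of all compounds in the same screening run, cut at about 4.5% in these data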;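 also: 0% = IMP-1 with DMSO and 100% = DMSO wells lacking enzyme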
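system = purified recombinant IMP-1 beta-lactamase | amount = 0.2 nM IMP-1, as dispensed | medium = HEPES buffer pH 7.1 with ZnSO4 and Brij 35 | times = 25 °C, 15 min preincubation, 25 min reaction | detection = plate fluorescence quenching by hydrolysis product, ex 480/em 530 nm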
NALP1 yeast inh: NALP1 inflammasome inhibitors in reconstituted yeast, colorimetric, S. cerevisiae, triplicate retest | AID 2071, 2009 | 280,000 compounds, 0.61% hits | S. cerevisiae NALP1/ASC/caspase-1 growth, X-gal OD620, 72 h | inhibition, % at 10 µM; in the data active = inhibition mostly above about 24%, no sharp cut-off; inactive = mostly below about 32%; also: some compounds called inactive have numbers as strong as hits
NS3 helicase inh: inhibitors of HCV NS3 helicase, primary screen, biochemical, Cy5 molecular beacon fluorescence. AID 1800, 2009. NS3 helicase DNA unwinding. Hepatitis C virus NS3 helicase. 290,000 compounds, 0.56% hits. inhibition, % at 10.9 µM;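 active = inhibition above the mean of all tested compounds plus 3 SD, set per campaign, cut at about 35% in these data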;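 also: 0% = DMSO wells and 100% = thioflavine S control wells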
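Assay system: hepatitis C virus NS3 helicase domain fragment enzyme. Also added: annealed dual-labelled DNA beacon duplex, ATP-started. Timing: 1 h reaction at 25 °C, ATP-initiated. Technique: Cy5 fluorescence at 0 and 60 min, beacon hairpin quenching. Evaluation: % inhibition of unwinding. Replication: one well per compound.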
* hit, by the source's call; / = no result given.

SMILES	DNA FID counter	M18AAP inhibitor	MEKK2wt PB1 HTS	MEKK2mut PB1 HTS	UBC9 SUMO inh	VIM-2 inhibitor	IMP-1 inh	NALP1 yeast inh	NS3 helicase inh
COc1ccc(C2c3[nH]c4ccccc4c3CCN2C(=O)c2cc3ncccn3n2)c(F)c1 (stereo not drawn)	-26	-1	94	-5	-11	-0.7	-1.2	-7	-8
CCOP(=O)(OCC)C(Nc1cc(Cl)cc(Cl)c1)c1cccc(O)c1 (stereo not drawn)	-26	6	98	-4	13	-2.3	-2.5	12	-24
CC(=O)c1cccc(N=Cc2c(O)ccc3ccccc23)c1	-2	-4	100	2	13	-1.7	-0.6	4	3
CCCCOC(=O)c1ccc(-c2ccc(/C=N/NC(=S)NCC)o2)cc1	0	4	91	-6	23	-2.7	-1.4	4	3
CCC(=O)NNc1nc2c(C)c(C)ccc2s1	-1	37*	103	5	11	-2.1	-2.4	-14	17
CCc1ccc(NS(=O)(=O)c2c(C)nc3sc(CC)nn3c2=O)cc1	-44	-2	103	3	7	-2.8	-4.5	1	22
CCC(Oc1ccccc1)C(=O)Nc1ccccc1C(=O)N1CCN(C)CC1 (stereo not drawn)	2	5	99	-2	-6	-3.7	-3.8	10	4
CC1=CC(=Nc2c(C)n(C)n(-c3ccccc3)c2=O)C=CC1=O	-7	17	94	-2	37	-0.5	-4.6	/	6
COC(=O)c1ccc(CN2C(=O)c3ccccc3C2=O)cc1	-14	1	101	3	15	-1.6	-3.3	1	-1
CC1(C)NC(=O)N(CC(=O)OCC(=O)Nc2cc(S(=O)(=O)N3CCCCCC3)ccc2Cl)C1=O	-24	-1	104	2	7	2.2	-2.4	24	-10
CCn1c(SCC(=O)NCc2ccccc2)nnc1-c1ccccc1O	-12	-3	86	-10	0	-3.0	2.0	-3	3
CCN(CC)c1ccc(N=C2C(=O)Nc3ccccc32)cc1	-9	63*	94	-1	30	-5.5	-18	10	45*
CCN(CC)CCn1cnc2c1c(=O)n(CCOC(=O)c1cc(OC)c(OC)c(OC)c1)c(=O)n2C	2	5	99	3	10	-1.5	-3.8	17	-6
CCCCCCC1CCC(c2nc(-c3ccncc3)no2)CC1 (stereo not drawn)	-2	-9	101	-1	-4	-4.6	-2.9	-6	7
NC(=O)NC1NC(=O)NC1=O (stereo not drawn)	-1	6	98	2	9	-3.7	-1.2	17	3
O=C(CCNC(=O)Cn1ccc2ccccc2c1=O)NCCN1CCN(c2cccc(Cl)c2)CC1	6	-8	107	2	-1	-2.6	-3.7	29	-19
Cc1ccc(NC(=O)COC(=O)c2ccc3c(c2)OCO3)c(C)c1	-1	-1	99	0	20	-1.1	0.2	-2	4
CCOc1cc2c(C#N)c(N3CCCCC3)nc(N)c2c(N)n1	-8	1	99	8	96	-2.3	-0.5	-8	6
Cc1cc(C)nc(N2CCC(C(=O)NNC(=O)c3ccccc3)CC2)n1	-12	2	103	3	-4	-5.0	-3.5	10	7
CCOC(=O)C1CCN(C(=O)CCNC(=O)c2ccccc2OC)CC1	-13	-8	115	9	8	-0.4	-2.6	10	-2
C=CCOc1ccc(C2=NO[C@@H]3[C@@H]4C[C@@H]([C@H]5C(=O)N(C)C(=O)[C@@H]45)[C@H]23)cc1	-16	-5	98	-4	4	0.1	-2.9	/	0
CCN(CC(=O)NCc1ccc(F)cc1)C(=O)COc1ccc(C)c(C)c1	-17	-1	109	2	-17	-3.2	-2.4	12	21
CCOC(=O)C1CN(S(=O)(=O)c2cccc(C(F)(F)F)c2)c2cc(CC(=O)OC)ccc2O1 (stereo not drawn)	-30	0	103	1	19	-0.4	-2.0	10	-9
Cn1c(=O)c2c(nc(NCCOc3ccc(C(C)(C)C)cc3)n2C)n(C)c1=O	4	-2	95	-1	-9	-1.6	-3.9	28	2
Cc1ccc(C2=NN(CC(=O)NCc3cccnc3)C(=O)CC2)cc1	-6	-2	110	1	1	-0.8	-2.6	19	2
COc1ccc(Cl)cc1C(=O)NNC(=O)c1cccc(S(=O)(=O)N(C)C)c1	-3	9	92	15	-12	-2.9	-3.0	13	-2
Cc1ccccc1NS(=O)(=O)c1cccc2nsnc12	-6	-6	105	4	0	1.9	0.9	-1	4
Cc1ccc(S(=O)(=O)NNC(=S)Nc2c(Cl)cccc2Cl)cc1	-13	17	105	12	70	-5.0	-0.5	16	11
O=C(CSc1ccc2c(c1)OCCO2)Nc1ccc2c(c1)OCO2	-3	4	98	2	3	-2.3	-2.5	6	-4
c1ccc(-c2csc(NNC3=NCCCCC3)n2)cc1	0	10	104	10	-13	-2.2	-2.1	6	-2
CCOC(=O)CN(C#N)c1nc(N(C)C)nc(N(C)C)n1	-11	0	97	-1	5	-5.0	-2.7	26	-4
O=C(Nc1ccc(N2CCOCC2)c(Cl)c1)c1ccc(-n2cnnc2)cc1Cl	-35	1	103	8	2	-2.7	-3.1	14	-1
O=S(=O)(/N=C(/c1ccccc1)N1CCOCC1)c1ccc(F)cc1	-8	-11	97	-10	-6	1.5	0.4	25	2
COc1ccc(-n2cc(C(=O)c3cc4ccccc4oc3=O)c(C(C)=O)n2)cc1	2	0	96	-3	-2	-2.2	-6.6	4	2
Cc1ccc(C(=O)C(OC(=O)c2cnccn2)c2ccccc2)cc1C (stereo not drawn)	-15	3	107	1	-6	-4.2	-2.6	7	-12
O=C(CCC(=O)Nc1nnc(C2CCCCC2)s1)NCC1CCCO1 (stereo not drawn)	-15	-10	95	0	9	-2.8	0.1	-3	-6
Cc1nnc2n1CCCCC2	-2	0	102	-14	-13	-1.4	-1.5	/	-3
Cc1[nH]nc2c1C(c1cccc(O)c1)C1=C(CC(C)(C)CC1=O)N2 (stereo not drawn)	-2	0	103	3	14	-0.5	-2.4	8	-2
Cc1cc(C)n2nc(CC(=O)NNC(=O)c3ccc(N(C)C)cc3)nc2n1	3	-25	105	-6	8	-0.2	-1.9	5	5
Cc1ccc(C2c3[nH]c4ccccc4c3C[C@H]3C(=O)N(c4ccccc4C(=O)N4CCC(C(=O)O)CC4)C(=O)N23)cc1 (stereo partly drawn)	-41	-2	99	0	16	-2.2	-2.8	9	3

One compound at a time, from the list above. Order of values: DNA FID counter | M18AAP inhibitor | MEKK2wt PB1 HTS | MEKK2mut PB1 HTS | UBC9 SUMO inh | VIM-2 inhibitor | IMP-1 inh | NALP1 yeast inh | NS3 helicase inh
CCN(CC)c1ccc(N=C2C(=O)Nc3ccccc32)cc1 is listed with -9 | 63* | 94 | -1 | 30 | -5.5 | -18 | 10 | 45*
O=S(=O)(/N=C(/c1ccccc1)N1CCOCC1)c1ccc(F)cc1 is listed with -8 | -11 | 97 | -10 | -6 | 1.5 | 0.4 | 25 | 2
CCOc1cc2c(C#N)c(N3CCCCC3)nc(N)c2c(N)n1 is listed with -8 | 1 | 99 | 8 | 96 | -2.3 | -0.5 | -8 | 6

(next part)
SMILES	DNA FID counter	M18AAP inhibitor	MEKK2wt PB1 HTS	MEKK2mut PB1 HTS	UBC9 SUMO inh	VIM-2 inhibitor	IMP-1 inh	NALP1 yeast inh	NS3 helicase inh
CC(C)c1ccc(NC2CCCN(C(=O)CCN3CCCCC3=O)C2)cc1 (stereo not drawn)	-32	1	108	4	-6	0.1	-1.6	8	6
Cn1c(SCC(=O)Nc2ccc(Br)cc2)nc(O)cc1=O	-9	-1	107	8	11	-1.2	-2.3	/	22
COc1ccc(NC(=O)Cn2nc3n(c2=S)CCC3)cc1	-2	0	104	-2	-7	-5.0	-3.8	2	6
O=C(CSc1nnc(COc2ccccc2)o1)NC1CC2CCC1C2 (stereo not drawn)	-31	-13	103	4	6	2.0	0.3	14	-7
CCOc1nc(NCCO)nc(NCCC2=CCCCC2)n1	-15	-5	90	-4	5	-2.7	-2.2	-16	-6
CCOC(=O)c1[nH]c(C)c(C(=O)NC2CCCCC2)c1C	-12	10	98	3	-4	-4.3	-2.4	22	20
O=C(NCCc1cccc(Cl)c1)c1cccnc1	-6	2	106	3	11	-2.6	-4.1	24	5
CCc1cc(C(=O)c2ccc(OC)cc2)c(NC(=O)CC(C)(C)CC(=O)O)s1	-41	2	112	24	19	-1.6	-1.1	/	36
CCOC(=O)C1(CCOc2ccccc2)CCN(Cc2cccc(-n3cccn3)c2)CC1	26	-2	101	-8	-23	-4.5	-0.8	10	-61
COC(=O)Cc1cc(=O)[nH]c(/N=C(\N)Nc2ccccc2C)n1	-13	1	102	4	-2	-3.4	1.9	-6	3
Cc1cc(C)n(C(=O)c2cc3c(s2)CCCC3)n1	0	-13	110	3	14	-0.6	-0.8	8	-1
C=CCN(CC=C)C(=O)CN1C(=O)NC(c2ccccc2)(c2ccccc2)C1=O	-33	0	103	0	12	-2.9	-3.2	15	4
CCN(C(=O)COc1ccc(C(=O)c2ccccc2)cc1)c1ccccc1	-41	3	101	1	10	1.4	-3.6	23	-2
Cc1nnc(C)c2c(C)n(-c3ccc4ncccc4c3)c(C)c12	-4	-2	93	-5	33	-1.5	-3.9	25*	13

By substructure: the compounds so far containing a thiophene ring, fused or not.
SMILES	DNA FID counter	M18AAP inhibitor	MEKK2wt PB1 HTS	MEKK2mut PB1 HTS	UBC9 SUMO inh	VIM-2 inhibitor	IMP-1 inh	NALP1 yeast inh	NS3 helicase inh
CCc1cc(C(=O)c2ccc(OC)cc2)c(NC(=O)CC(C)(C)CC(=O)O)s1	-41	2	112	24	19	-1.6	-1.1	/	36
Cc1cc(C)n(C(=O)c2cc3c(s2)CCCC3)n1	0	-13	110	3	14	-0.6	-0.8	8	-1
